Screening results (PubChem)
GAA glycogen: qHTS Assay for Inhibitors and Activators of Human alpha-Glucosidase Cleavage of Glycogen | Lysosomal alpha-glucosidase (Homo sapiens), P10253 | recombinant GAA, glycogen substrate, Amplex Red glucose oxidase fluorescence | Potency, µM (series often up to 76.4 µM), for the others: top-dose activity change, negative = inhibition, hits mostly inhibitors | 300,000 tested, 0.38% active;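 note: 0% = full enzyme reaction and -100% = no-enzyme basal signal; the screen sought inhibitors and activators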
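Recombinant human enzyme (4 nM); glycogen substrate; 37 C, 40 min, pH 5.0. Readout: coupled glucose oxidase/Amplex Red fluorescence.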
Tau fibril FP: qHTS for Inhibitors of Tau Fibril Formation, Fluorescence Polarization. K18 P301L tau heparin fibrillization, Alexa594 FP, 6 h. Potency, µM (titrated, usually from 57.7 µM), for inactives: at the top dose activity, negative = inhibition, most hits filed as inhibitors. Microtubule-associated protein tau (Homo sapiens), P10636. 280,000 tested, 0.39% active. AID 1468, 2008; note: % is set by controls: 0 for no effect and ±100 for the full control effect; nearly all actives have a fitted effect of over 55% in size
Target sequence (P10636 561-689 P618L limits assumed): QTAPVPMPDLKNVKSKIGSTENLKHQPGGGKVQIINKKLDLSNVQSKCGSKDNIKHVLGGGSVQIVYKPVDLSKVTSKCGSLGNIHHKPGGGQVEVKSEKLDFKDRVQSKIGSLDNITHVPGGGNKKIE
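Human K18 P301L fragment (15 uM unlabeled plus 0.24 uM Alexa 594-labeled) in 100 mM sodium acetate pH 7 with compound, aggregation induced by 20 uM heparin for 6 hr at 37 C. ThT (30 uM) added for 1 hr, then Alexa 594 FP read.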
GLA spleen mod: qHTS Assay for Inhibitors and Activators of Human alpha-Galactosidase From Spleen Homogenate; AID 2107, 2009; human spleen homogenate, 4MU-alpha-Gal fluorescence, 40 min; 240,000 tested, 0.008% active; Potency, µM (top dose mostly 80 µM), for the others: at the highest dose activity change, negative = inhibition, most hits filed as inhibitors;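 note: 0% = enzyme with vehicle and -100% = no enzyme basal signal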
Target sequence (P06280 32-429 limits assumed): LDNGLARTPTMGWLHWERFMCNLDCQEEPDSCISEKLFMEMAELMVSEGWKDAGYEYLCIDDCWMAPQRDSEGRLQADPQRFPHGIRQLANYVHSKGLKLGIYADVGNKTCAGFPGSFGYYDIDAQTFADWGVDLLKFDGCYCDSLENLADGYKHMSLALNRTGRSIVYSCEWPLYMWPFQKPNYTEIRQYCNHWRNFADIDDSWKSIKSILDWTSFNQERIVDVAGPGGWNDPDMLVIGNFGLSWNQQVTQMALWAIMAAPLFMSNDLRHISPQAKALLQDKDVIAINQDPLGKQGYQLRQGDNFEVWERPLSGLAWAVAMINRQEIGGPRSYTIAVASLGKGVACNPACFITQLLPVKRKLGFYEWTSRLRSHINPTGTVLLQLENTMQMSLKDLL
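qHTS titration in buffer at pH 5.0. Alpha-galactosidase activity in spleen homogenate was measured via 4-methylumbelliferone release from 1 mM fluorogenic substrate after 40 min at 37C and a pH 10 stop. AC50 came from Hill fits of control-normalized data.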
HTT cytoprotect: qHTS Multiplex Assay to Identify Dual Action Probes in a Cell Model of Huntington: Cytoprotection (ATP); 230,000 tested, 0.14% active; AID 1471, 2008; Potency, µM (top dose mostly 56.4 µM), without a hit: cytoprotection (ATP increase), actives largely listed as activators; PC12 HTT-Q103 induced, cytoprotection, ATP luminescence, 40 h;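 note: % of control where 0% means no effect; nearly all actives have a fitted effect of over 45% in size; toxic huntingtin expression switched on by the ecdysone agonist tebufenozide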
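ATP quantification (ATPlite) reports survival of PC12 cells in which tebufenozide, 100 nM final, switches on Htt exon 1 with 103 glutamines linked to GFP; compounds are titrated.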
Tau fluor counter: Counterscreen qHTS for Inhibitors of Tau Fibril Formation, Fluorescence Polarization | tau K18 P301L Alexa594 fluorescence, heparin fibrillization | Potency, µM (highest dose often 57.7 µM), for inactives: at the highest dose activity change, negative = decrease | 280,000 tested, 0.93% active; note: % is set by controls: 0 for no effect and ±100 for the full control effect; nearly all actives have a fitted effect of over 55% in size
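Human K18 P301L tau (15 uM unlabeled plus 0.24 uM Alexa 594-labeled, final) in 100 mM sodium acetate pH 7 was mixed with compound and 20 uM heparin and incubated 6 hr at 37 C.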
Tau fibril ThT: qHTS for Inhibitors of Tau Fibril Formation, Thioflavin T Binding; recombinant tau K18 P301L (four-repeat tau fragment), heparin-induced fibrillization, ThT fluorescence; 270,000 tested, 2.1% active; Potency, µM (series often up to 57.4 µM), for the others: at the top dose activity, negative = inhibition, actives largely listed as inhibitors; AID 1460, 2008; note: % is set by controls: 0 for no effect and ±100 for the full control effect; nearly all actives have a fitted effect of over 55% in size
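Aggregation was driven by heparin (20 uM final) acting on recombinant tau […] bearing P301L in 100 mM sodium acetate pH 7; fibrils were detected with Thioflavin T.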
GAA inhib: qHTS Assay for Inhibitors of Human alpha-Glucosidase as a Potential Chaperone Treatment of Pompe Disease | purified human GAA, 4-MU-alpha-glucoside fluorescence | Potency, µM (doses to about 76.9 µM), for the others: at the highest dose activity change, negative = inhibition, actives largely listed as inhibitors | 200,000 tested, 0.005% active | AID 1466, 2008;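 note: plate controls were uninhibited enzyme wells for no effect and no-enzyme background for full effect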
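Endpoint fluorogenic read: 20 min room-temperature reaction of 4 nM human alpha-glucosidase with 400 uM 4-methylumbelliferyl-alpha-D-pyranoside, pH 5.0, quenched with 1M NaOH/1M glycine pH 10. AC50 from Hill modeling.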
aGlu spleen mod: qHTS Assay for Inhibitors and Activators of Human alpha-Glucosidase From Spleen Homogenate; human spleen homogenate, 4-MU-alpha-glucoside fluorescence; 240,000 tested, 0.006% active; AID 2112, 2009; Potency, µM (doses to about 79.9 µM), for inactives: at the top dose activity change, negative = inhibition, usual class: inhibitors;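 note: 0% = enzyme with vehicle and -100% = no enzyme basal signal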
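Human spleen homogenate (1 ug) with 4-methylumbelliferyl-alpha-D-glucopyranoside (1 mM final) in 50 mM citrate/phosphate pH 5.0, 0.01% Tween-20; 40 min at 37 C. Stopped at pH 10; 4-MU fluorescence Ex 365/Em 440 nm; AC50 by Hill fit.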
* hit, by the source's call; ? = inconclusive; · = no result given; [ ] = dose if it differs, or a comment. Calls come from the whole dose curve; as a rule, active = well fitted curve in the direction sought with a large enough effect; inconclusive = small, poorly fitted or top-dose-only effect, or another doubt; inactive = no such curve, though single readings can be large; an effect the other way counts as inactive or inconclusive. Potency is the fitted concentration of half-maximal effect.

SMILES	GAA glycogen	Tau fibril FP	GLA spleen mod	HTT cytoprotect	Tau fluor counter	Tau fibril ThT	GAA inhib	aGlu spleen mod
COC(=O)[C@@H]1O[C@@H](c2c(OC)c(OC)c(C)c(OC)c2OC)[C@H](C)[C@@H](O)[C@@H]1C	·	-1%[11.6 µM]	9%[17.5 µM]	-3%[10 µM]	-3%[11.6 µM]	-5%[11.5 µM]	·	-1%[17.4 µM]
N#Cc1nc(-c2ccccc2F)oc1NCc1ccccc1	4%	1%	9%	-8%	?	?	-2%	-8%
Cc1cccc(NC(=O)CSc2nnc(-c3ccc(S(=O)(=O)N4CCOCC4)cc3)n2C)c1	-3%	-11%	-2%	-22%	-15%	3%	-7%	-10%
CC(C)CN(CC(C)C)C(=O)C1CCCN(S(=O)(=O)c2ccc3c(c2)oc(=O)n3C)C1 (stereo unspecified)	-10%[76.3 µM]	-1%	·	·	-16%	3%	·	·
CCn1c(CN2CCN(c3cccc(Cl)c3)CC2)nc2c1c(=O)[nH]c(=O)n2C	-1%[76.3 µM]	2%	·	·	-13%	-8%	·	·
CCn1nc(C)cc1-c1n[nH]c(=S)n1N	0%	4%	8%	3%	-6%	-7%	-1%	-5%
CC(Sc1nncn1-c1ccccc1)C(=O)Nc1cccc([N+](=O)[O-])c1 (stereo unspecified)	0%	-1%	1%	·	-17%	-11%	0%	-5%
COc1ccc(CNS(=O)(=O)c2cc(Br)cc3c2N(C(C)=O)C(C)C3)cc1 (stereo unspecified)	11%	-7%	·	·	-12%	-7%	·	·
O=C(COc1ccc(Br)cc1Br)NC(=O)NC1CCCC1	-10%	?	1%	7%[10 µM]	-25%	-13%	2%	3%
CC(C)(O)C#Cc1ccc(C(=O)N2CCN(c3ccc(F)cc3)CC2)cc1	-1%	7%	7%	-47%[inhibitor]	-5%	-4%	-6%	5%
O=C(Nc1cccc(S(=O)(=O)N2CCOCC2)c1)c1ccc(N2CCOCC2)c([N+](=O)[O-])c1	7%	-5%	-3%	30%[1.9 µM]	-24%	?	?	-7%
O=C(CN(c1ccc(F)cc1)S(=O)(=O)c1ccc2c(c1)OCCO2)NCc1ccccc1	9%	-2%	4%	19%	-11%	-3%	4%	3%
Cc1ccc(C(=O)NCCOc2cccc(C)c2)cc1	-14%	1%	4%	-39%[inhibitor]	-9%	-9%	13%	7%
COc1ccc(/C=C2\N=C3CCCCCN3C2=O)cc1OC	3%	-7%	-7%	-15%	-10%	-17%	-8%	-3%
CCc1ccccc1NC(=S)N(Cc1cccc(C)c1)c1cccnc1	-15%	7%	-3%	-15%	0%	-2%	5%	2%
CCc1ccc(NC(=S)N(CCN2CCCCC2)Cc2ccco2)cc1	4%	-1%	-23%	·	5%	3%	-5%	-8%
O=C(NNc1ccccc1Cl)C(O)(c1cccc(C(F)(F)F)c1)c1cccc(C(F)(F)F)c1	-9%	?	-4%	·	?	-2%	-6%	-1%
CCOC(=O)c1cc(NC(=O)COC)ccc1O	-11%	-2%	1%	-5%[10 µM]	-2%	9%	2%	0%
CCOc1ccc(CNC(=O)C(CC)n2nc(C)n3c(cc4occc43)c2=O)cc1OC (stereo unspecified)	3%	-1%	3%	7%[10 µM]	0%	-8%	2%	14%
C(=N\NCc1ccccc1)/c1ccc2nccnc2c1	14%	-4%	-1%	-2%[10 µM]	-17%	?	·	8%
CC(C)OC(=O)CSc1nc(-c2ccc(F)cc2)cc(C(F)(F)F)n1	2%	11%	1%	-17%[10 µM]	0%	-2%	0%	-5%
Cc1ccc(-c2nn(CC(=O)N3CCOCC3)c(=O)c3ccccc23)cc1S(=O)(=O)N(C)C	1%	2%	1%	-12%[10 µM]	-8%	-7%	·	0%
COC(=O)C(NC(=O)c1ccc(F)cc1)(Nc1nc(C)cs1)C(F)(F)F (stereo unspecified)	-3%	1%	21%	-24%	-6%	-10%	4%	-3%
CC1=NN(C(=O)c2csc(C)c2C)C(O)(C(F)(F)F)C1 (stereo unspecified)	-3%	1%	1%	-11%[10 µM]	-4%	-7%	0%	-2%
N=c1oc2c3c4c(cc2cc1C(=O)Nc1ccccc1)CCCN4CCC3	?	0%	5%	-20%	10%	-1%	1%	2%
O=C(Nc1ccccc1)c1cccnc1Nc1ccccc1	-7%	?	10%	2%	?	-5%	?	1%
CCOc1cc(C(=O)OCC(=O)c2c(C)[nH]c3ccccc23)ccc1OCC(=O)N1CCOCC1	6%	-10%	-12%	-3%	?	?	?	-4%
CC1(C)Cc2nc3sc4c(NCCO)ncnc4c3cc2CS1	7%	4%	-7%	0%[10 µM]	5%	-4%	·	8%
